D3 ag = agonists of human D3 dopamine receptor | max activation, % | P35462 | AID 652048 | actives 0.58% (n = 410,000) | D3R DiscoveRx beta-arrestin cells, luminescence, 90 min; in the data active means max activation above about 30%; further: 0% is about no effect; mostly tested at two doses, the higher about 12 µM
Target sequence (P35462 whole entry, looked up): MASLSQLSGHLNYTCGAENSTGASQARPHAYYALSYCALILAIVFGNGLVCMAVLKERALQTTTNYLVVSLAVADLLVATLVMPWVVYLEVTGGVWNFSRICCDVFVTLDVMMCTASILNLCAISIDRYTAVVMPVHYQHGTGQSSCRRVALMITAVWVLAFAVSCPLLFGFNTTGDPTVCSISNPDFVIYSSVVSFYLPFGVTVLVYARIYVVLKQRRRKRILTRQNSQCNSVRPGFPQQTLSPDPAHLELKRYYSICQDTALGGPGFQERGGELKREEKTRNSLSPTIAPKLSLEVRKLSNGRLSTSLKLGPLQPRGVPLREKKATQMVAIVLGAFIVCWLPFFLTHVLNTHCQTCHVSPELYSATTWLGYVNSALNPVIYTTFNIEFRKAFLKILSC
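Cells at 1500/well, incubated overnight, then treated with pinned compounds (dopamine as control) for 90 min at 37 degrees C. DiscoveRx reagent added for 30 - 60 minutes at room temperature; luminescence read.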
D3 antag = antagonists of human D3 dopamine receptor; P35462; D3R cells, DiscoveRx beta-arrestin luminescence, antagonist mode; hits give low values; max response, negative = inhibition, %; actives 2.5% (n = 360,000); in the data active means max response below about -50%; inconclusive means no clear call, values can overlap the other calls; further: on the % scale 0 is the no-effect control and ±100 the full control effect; mostly tested at two doses, the higher about 12 µM
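Cells plated overnight at 1500 cells/well, then exposed to library compounds with dopamine controls for 90 minutes at 37 degrees C. DiscoveRx reagent added for 30–60 minutes at room temperature; luminescence read, quantitative HTS format.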
Akt phos inh = inhibitors of Akt phosphorylation; actives 0.32% (n = 360,000); activity change, % for hits at 50 µM; Neuro2A IGF-stimulated pAkt S473 HTRF, 20 min; hits give low values; AID 651550; in the data active means activity change below about -80%; inconclusive means mostly about -51% to -80%; further: on the % scale 0 is the no-effect control and ±100 the full control effect
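Single-point screen (50 µM final compound) in Neuro2A cells stimulated 20 min with 6 nM IGF at 37 deg C. After lysis, Ser473-phosphorylated Akt read by HTRF (ex 330 nm, em 615/665 nm) as the 665/615 ratio.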
EPAC2 antagonist = antagonists of human EPAC2 | EPAC2 GEF exchange of Rap1B-BODIPY-GDP, fluorescence | actives 0.18% (n = 360,000) | AID 720708 | Potency, µM (doses to about 114 µM), without a hit: at the top dose activity, negative = inhibition, usual class: inhibitors; further: potency means the concentration at half of the fitted maximal effect; on the % scale 0 is the no-effect control and ±100 the full control effect; nearly all actives have a fitted effect of over 45% in size; many of its hits are not listed in these tables
EPAC2 ag = activates human EPAC2 exchange factor; Q8WZA2; EPAC2 activation, biochemical qHTS; response scale: 100% = 6.5 mM cAMP response; Potency, µM (top dose mostly 154 µM), without a hit: top-dose activation, hits mostly activators; actives 0.079% (n = 360,000); further: potency means the concentration at half of the fitted maximal effect; nearly all actives have a fitted effect of over 50% in size
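In this primary screen, activation is scored as increased exchange of BODIPY-GDP from Rap1B by 100 nM EPAC2, with 50 uM GDP as competitor. Signal is normalized to the 6.5 mM cAMP agonist control.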
PTHR1 agonist = agonists of human PTHR1 parathyroid hormone receptor | Potency, µM (doses to about 115 µM), for inactives: at the highest dose activation, usual class: activators | HEK293 GP2 PTHR1 cells, GloSensor cAMP luminescence, 1 h | AID 743266 | actives 0.075% (n = 410,000); further: potency means the concentration at half of the fitted maximal effect; nearly all actives have a fitted effect of over 55% in size; some results filed as inactive show a strong effect at the top dose; inactives centre near -15; many of its hits are not listed in these tables
Target sequence (Q03431 whole entry, looked up): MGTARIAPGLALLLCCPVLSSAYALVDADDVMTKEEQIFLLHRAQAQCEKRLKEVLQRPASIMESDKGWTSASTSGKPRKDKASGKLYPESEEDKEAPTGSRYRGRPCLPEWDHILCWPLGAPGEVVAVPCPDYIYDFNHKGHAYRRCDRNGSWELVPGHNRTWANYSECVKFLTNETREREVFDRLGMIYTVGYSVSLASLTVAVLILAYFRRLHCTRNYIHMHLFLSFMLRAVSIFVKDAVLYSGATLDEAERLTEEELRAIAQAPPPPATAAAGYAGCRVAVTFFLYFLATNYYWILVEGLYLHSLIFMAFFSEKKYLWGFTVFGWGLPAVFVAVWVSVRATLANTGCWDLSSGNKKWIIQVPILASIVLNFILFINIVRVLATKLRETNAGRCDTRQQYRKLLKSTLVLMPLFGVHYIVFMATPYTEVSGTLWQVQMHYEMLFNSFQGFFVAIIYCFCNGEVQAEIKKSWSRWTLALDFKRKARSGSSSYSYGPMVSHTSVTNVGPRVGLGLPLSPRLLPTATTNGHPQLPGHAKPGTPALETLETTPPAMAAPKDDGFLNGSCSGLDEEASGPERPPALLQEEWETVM
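HEK-293-derived GP2 cells expressing PTHR1 and a GloSensor cAMP reporter, 3,000/well, plated overnight, given luciferin plus IBMX (each 0.5 mM as added) for 1 h at 37 °C, then compound for 1 h at 37 °C. Luminescence was read after 15 min at room temperature.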
CCT modulator = modulators of cytosolic chaperonin (CCT/TRiC) activity; purified chaperonin ATPase assay, HTRF ADP detection, 30 min; activity change, % (test concentration not listed), hits read low; actives 0.3% (n = 360,000); AID 651819; in the data active means activity change below about -30%; further: on the % scale 0 is the no-effect control and ±100 the full control effect
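Enzyme 40 or 20 nM (batch-dependent) in Tris pH 7.4/KCl/MgCl2/DTT; cpd 76 uM single point; ATP 10 uM; 30 min 37 °C; Transcreener ADP HTRF detection, 30 min RT; ratio 665/615.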
Mm-Cpn inhibitor = inhibitors of Methanococcus maripaludis chaperonin (MmCpn); purified Mm-Cpn ATPase, ADP Transcreener TR-FRET; Potency, µM (top dose mostly 76.9 µM), inactives show at the top dose activity, negative = inhibition, actives largely listed as inhibitors; actives 0.031% (n = 330,000); further: potency means the concentration at half of the fitted maximal effect; on the % scale 0 is the no-effect control and ±100 the full control effect; nearly all actives have a fitted effect of over 80% in size
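Quantitative HTS used 25 nM Mm-CPN and 10 uM ATP in magnesium/KCl Tris buffer, pH 7.4, with 1 mM DTT. Hydrolysis ran 30 min at 37°C; ADP was read by HTRF.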
An asterisk follows results filed as active; i = inactive; ? = inconclusive; . = not tested or not shown; & = joins results of further samples; [ ] = another dose, or the depositor's remark. Unless noted, the call rests on the fitted dose curve; in most records, active means well fitted curve in the direction sought with a large enough effect; inconclusive means small, poorly fitted or top-dose-only effect, or another doubt; inactive means no such curve, though single readings can be large; an effect the other way counts as inactive or inconclusive.

Molecule	D3 ag	D3 antag	Akt phos inh	EPAC2 antagonist	EPAC2 ag	PTHR1 agonist	CCT modulator	Mm-Cpn inhibitor
COc1ccc(OC)c(Nc2nc3ccccc3n3cnnc23)c1	15	32	i	-6%	-3%	-50%[inhibitor]	-0.1	-1%
CN(C)C(CNC(=O)c1ccc(S(=O)(=O)Nc2cccc(C(F)(F)F)c2)cc1)c1ccco1 (stereo not given)	0	-24	i	2%	0%	-51%	-0.8	-3%
CCOc1ccc(-c2nn(-c3ccccc3)cc2/C=C(\C#N)S(=O)(=O)c2ccccc2)cc1C	4	1	i	-3%	7%	i	-5.1	-2%
CC(C)On1c(SCC(=O)N(C)C)nc2ccccc2c1=O	2	0	i	3%	7%	i	-1.3	1%
O=C1CCC(C(=O)N2CCCCO2)CN1Cc1cccc(C(F)(F)F)c1 (stereo not given)	2	4	i	8%	-10%	i	3.6	-1%
Cc1c(Br)c([N+](=O)[O-])nn1CC(=O)NCCc1c[nH]c2ccccc12	-6	-28	i	-4%	15%	-14%	-2.8	-2%
Cc1cccc(N2CCN(S(=O)(=O)c3ccc(-c4cc(C)no4)s3)CC2C)c1 (stereo not given)	-5	-12	i	-15%	0%	i	1.1	-1%
CC(C)c1ccc(CN2CCC2(C)C(=O)Nc2cccc(Oc3ccccc3)c2)cc1 (stereo not given)	1	1	i	-21%	14%	i	-0.2	.
CCOC(=O)/C(C#N)=C/C=C1\C=Cc2ccccc2N1CC	-5	-12	i	-1%	-24%	-24%	1.0	1%
Cc1ccc(-c2nn3c(C)nnc3s2)cc1NC(=O)c1ccc(OC(C)C)cc1	5	8	i	8%	-3%	-50%[inhibitor]	-2.1	-1%

One compound at a time, as listed above. Values in the order: D3 ag | D3 antag | Akt phos inh | EPAC2 antagonist | EPAC2 ag | PTHR1 agonist | CCT modulator | Mm-Cpn inhibitor
`COc1ccc(OC)c(Nc2nc3ccccc3n3cnnc23)c1` is entered as 15 | 32 | i | -6% | -3% | -50%[inhibitor] | -0.1 | -1%
`Cc1c(Br)c([N+](=O)[O-])nn1CC(=O)NCCc1c[nH]c2ccccc12` is entered as -6 | -28 | i | -4% | 15% | -14% | -2.8 | -2%
`CCOc1ccc(-c2nn(-c3ccccc3)cc2/C=C(\C#N)S(=O)(=O)c2ccccc2)cc1C` is entered as 4 | 1 | i | -3% | 7% | i | -5.1 | -2%
`Cc1cccc(N2CCN(S(=O)(=O)c3ccc(-c4cc(C)no4)s3)CC2C)c1` (stereo not given) is entered as -5 | -12 | i | -15% | 0% | i | 1.1 | -1%
`Cc1ccc(-c2nn3c(C)nnc3s2)cc1NC(=O)c1ccc(OC(C)C)cc1` is entered as 5 | 8 | i | 8% | -3% | -50%[inhibitor] | -2.1 | -1%

Next structures
Molecule	D3 ag	D3 antag	Akt phos inh	EPAC2 antagonist	EPAC2 ag	PTHR1 agonist	CCT modulator	Mm-Cpn inhibitor
O=C(N/N=C/c1sc(N2CCCCC2)nc1-c1cccs1)C1CC1	-7	-4	i	-3%	9%	i	-0.1	-9%
O=C(O)c1ccccc1C(=O)Nc1nccs1	-2	22	i	-1%[57.1 µM]	5%	i	-8.4	2%
Cc1cc(/C=C2/NC(=O)NC2=O)c(C)n1-c1ccc(C#N)cc1	9	-8	i	-1%	0%	-18%	-2.2	-3%
CCOc1ccccc1N1CCN(C(=S)Nc2ccc(S(=O)(=O)Nc3ncccn3)cc2)CC1	-10	?	i	3%	11%	i	0.0	-4%
COC1OC2COC(c3ccccc3)OC2C(O)C1NC(=O)c1ccccc1 (stereo not given)	1	42	i	6%	3%	0%	-1.4	.
Cc1ccc(Cl)cc1N1CCN(Cc2nc3ccsc3c(=O)[nH]2)CC1	-1	4	i	-2%	-1%	-19%	1.3	-2%
COCCNC(=S)NNc1cccc(C(=O)O)c1	-2	-3	i	16%	1%	-17%	-5.3	0%
O=C(CC1NC(=S)NC1=O)c1ccc(Cl)cc1 (stereo not given)	12	19	i	2%	5%	i	-3.0	-2%
O=[N+]([O-])c1cccc(-c2nnn(C34CC5CC(CC(C5)C3)C4)n2)c1	-14	?	i	-11%	17%	i	-6.8	1%
CC(C)C(NS(=O)(=O)c1cccc2nsnc12)C(=O)NC1CCCCC1C (stereo not given)	0	-11	i	4%	5%	i	-0.2	?

Next compounds follow:
Molecule	D3 ag	D3 antag	Akt phos inh	EPAC2 antagonist	EPAC2 ag	PTHR1 agonist	CCT modulator	Mm-Cpn inhibitor
COc1ccc(S(=O)(=O)N2CCOC23CCN(C(=O)c2ccc(Cl)cc2Cl)CC3)cc1	1	30	i	-15%	5%	-30%[inhibitor]	3.5	2%
CCN1C(=O)[C@@H]2[C@@H](c3ccc(-c4ccc(C(C)=O)cc4)cc3)N3CCC[C@@]3(C(=O)OC)[C@@H]2C1=O	7	22	i	8%	11%	-24%	-2.2	-1%
CCOc1ccccc1-n1c(SCC(=O)NC(C)(C)C)nnc1-c1ccoc1C	1	-15	i	0%	0%	i	1.4	2%
CCc1cc(=O)oc2cc(C)cc(OCC(=O)NCCCn3ccnc3)c12	-11	-28	i	4%	0%	-15%	1.1	-1%
COc1ccccc1CNC(=O)C1CCC(CNC(=O)[C@@H]2Cc3ccccc3CN2)CC1 (stereo not given in full)	-2	-17	i	5%	2%	i	3.3	2%
O=C(NC1CC2CCC1C2)C1CCN(S(=O)(=O)c2ccc(-c3nn[nH]n3)cc2)CC1 (stereo not given)	-1	24	i	8%	-7%	-11%[57.5 µM]	-1.1	1%
Cc1cnc([N+](=O)[O-])n1CCOC(=O)NC(=O)c1ccc(F)cc1	1	16	i	-2%	-5%	i	1.3	3%
Cc1ccc(S(=O)(=O)NCC(=O)NC2CCCC2)cc1	-2	-18	i	5%	6%	i	-1.3	-2%
O=C(CN(C1CCCCC1)S(=O)(=O)c1ccccc1)NCc1ccco1	-16	-18	i	-3%	4%	-2%[57.5 µM]	0.0	0%
O=C(COC(=O)CCc1ccc(S(=O)(=O)N2CCOCC2)cc1)NC(=O)NC1CCCCC1	0	13	i	-9%	3%	-60%[inhibitor]	0.6	1%

(more compounds)
Molecule	D3 ag	D3 antag	Akt phos inh	EPAC2 antagonist	EPAC2 ag	PTHR1 agonist	CCT modulator	Mm-Cpn inhibitor
Cc1ccc(C)c(S(=O)(=O)Nc2ccc(C(=O)NCCCN(C)C)cc2)c1	2	6	i	3%	4%	i	-2.0	.
CC(=O)Nc1cccc(C(=O)N2CCN(Cc3ccccc3)CC2)c1	0	12	i	-3%	7%	-8%	-0.2	-1%
Cc1cc(C)c(Nc2ncnc(N)n2)c(C)c1	7	13	i	-3%	6%	i	1.3	2%
Cc1ccsc1/C=N/N1CCN(C2c3ccccc3-c3ccccc32)CC1	-16	10	i	7%	16%	-7%	1.5	0%
O=C(N/N=C/c1cc(Br)cs1)c1ccc2c(c1)OCCO2	-16	-8	i	-11%	1%	-24%	1.4	0%
O=C(CSc1nc(C2CCCCC2)nc2ccccc12)NCc1ccc2c(c1)OCO2	3	-11	i	21%	5%	-27%	-0.1	-9%
O=C(CNCC1CCCCC1)Nc1cccc(S(=O)(=O)N2CCOCC2)c1	-3	-9	i	13%	-2%	-18%	-1.2	-1%
CCOc1ccccc1C(=O)NC(C(=O)NCCc1ccccn1)C(C)C (stereo not given)	-5	10	i	-5%	-5%	-13%	-3.0	4%
O=C(c1ccccc1)c1ccc(OCCCCN2CCCCC2)cc1	-4	-87*	i	16%	4%	i	0.4	1%
O=C(c1ccc(CN2CCOCC2)cc1)N1CCN(c2ccccc2)CC1	-11	-25	i	2%	11%	?	-3.5	-1%

New compounds follow:
Molecule	D3 ag	D3 antag	Akt phos inh	EPAC2 antagonist	EPAC2 ag	PTHR1 agonist	CCT modulator	Mm-Cpn inhibitor
CCN1CCCc2cc(CN(CCN3CCOCC3)C(=S)Nc3cc(F)cc(F)c3)ccc21	-4	-17	i	-1%	14%	i	-3.1	0%
COc1cc(C2CC(=O)Nc3cc(C)c(C)cc32)cc(OC)c1OC (stereo not given)	-5	-3	i	-2%	3%	i	-1.2	-3%
Nc1nn(-c2ccccc2)c(N)c1N=Nc1ccccc1F	-13	0	i	-12%	10%	-34%	1.2	-1%
CCOC(=O)/C=C1\SCC(=O)N1CC(=O)c1ccc[nH]1	0	-14	i	1%	1%	-18%	1.5	0%
COc1ccc(C)cc1NC(=O)CCc1c(C)nn(-c2ccc(N3CCCCC3)nn2)c1C	2&4	5	i	-8%	1%	-16%	-1.2	1%
O=C(c1ccccc1NS(=O)(=O)c1ccc(F)cc1)N1CCCC1	4	7	i	14%	2%	-2%[57.5 µM]	-0.9	0%
COc1cc(OC)cc(C(=O)Nc2ccccc2NC(C)=O)c1	-24	-12	i	0%	7%	-9%[57.5 µM]	-0.1	0%

These rows are one share of the data; count on the stated rates, not on these rows.
